p53 reactivation: re-activators of mutant p53; H1299 p53-A138V BP100-luciferase reporter, luminescence, 24 h; Potency, µM (doses to about 92.2 µM), for the others: top-dose activity change, positive = activation, actives largely listed as activators; 0.063% of 320,000 active; AID 504706; further: potency means the concentration at half of the fitted maximal effect; % of control where 0% means no effect; nearly all actives have a fitted effect of over 45% in size
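H1299 (p53-null), stable ts p53-A138V + BP100-Luc; 1000 cells/well, Opti-MEM/10% FBS; cpd 4 pt, 1:5; 24 h, 37 deg C, 5% CO2; detection reagent 10 min RT; luminescence.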
ELG1 DNA repair: ELG1-dependent DNA repair inhibition | AID 504467 | 2.3% of 330,000 active | HEK293T ELG1-luciferase reporter, luminescence, 16 h; DNA damage induced by 5-fluorouridine | Potency, µM (series often up to 46.1 µM), for the others: at the top dose activity change, negative = inhibition, actives largely listed as inhibitors; further: potency means the concentration at half of the fitted maximal effect; on the % scale 0 is the no-effect control and ±100 the full control effect; nearly all actives have a fitted effect of over 55% in size
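Quantitative HTS, concentration-response format. 2,000 cells/well co-treated with 5-fluorouridine and compound, 16 hr in 5% CO2 at 37 °C; ONE-Glo luminescence read after 30 min.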
Integrin act MD: integrin-mediated muscular dystrophy alleviation activation. Potency, µM (titrated, usually from 38.3 µM), without a hit: top-dose activation, usual class: activators. alpha7betagal myoblasts, beta-gal FDG fluorescence, 48 h. 0.064% of 350,000 active;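 further: potency means the concentration at half of the fitted maximal effect; 100% = response of the positive control SU9516; nearly all actives have a fitted effect of over 60% in size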
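Alpha7betagal+/- myoblasts (passage 13) were plated 16-24 hr, then exposed to compounds (1:260 dilution of DMSO stock) for 48 hours at 37C. After MPER lysis, β-galactosidase reporter activity was read as FDG fluorescence (ex 480/em 540) after 30 minutes.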
PTAP TSG101 blk: blocks PTAP/TSG101 interaction to inhibit HIV-1 budding. Q99816. Fluorescence polarization, FITC-PTAP peptide / Tsg101 binding. Potency, µM (titrated, usually from 115 µM), for the others: top-dose activity change, negative = inhibition, usual class: inhibitors. 340,000 tested, under 10 active. AID 493005; active means well fitted inhibition curve with a large enough effect in the main read-out, with a control signal flat, not every such curve was filed as active; inconclusive means small, poorly fitted or top-dose-only effect, or effect the other way, or a change in a side signal; inactive means no such curve, though single readings can be large or run the other way; further: potency means the concentration at half of the fitted maximal effect; % of control where 0% means no effect
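Steps: Tsg101 binding domain dispensed (10 uM final), compounds pinned in DMSO, FITC-labeled PTAP-motif peptide added (50 nM final); after 20 min binding at room temperature, polarization measured.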
MLL CXXC-DNA inh: MLL CXXC-DNA interaction inhibition; Q03164; MLL-CXXC / FITC-HOXA9 DNA fluorescence polarization; Potency, µM (top dose mostly 115 µM), for inactives: top-dose activity change, negative = inhibition, usual class: inhibitors; 0.037% of 290,000 active; AID 2662; active means well fitted inhibition curve with a large enough effect in the polarisation, with a control signal flat, not every such curve was filed as active; inconclusive means small, poorly fitted or top-dose-only effect, or effect the other way, or a change in a side signal; inactive means no such curve, though single readings can be large or run the other way; the % refers to the polarisation; further: potency means the concentration at half of the fitted maximal effect
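Steps: dispense CXXC domain solution (7 uM) → pin compounds or unlabeled HOX-A9 DNA control → 5 min ambient → add FLSN-HOX-A9 solution (50 nM) → spin → 30 min ambient → fluorescence polarization. Tris pH 7.5/NaCl/DTT/BSA buffer.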
TCR activator: activates T cell receptor signaling | primary human leukocytes, anti-CD3, IL-2 HTRF, 48 h | Potency, µM (titrated, usually from 9.22 µM), without a hit: at the highest dose activation of IL-2 secretion, most hits filed as activators | 330,000 tested, under 10 active | AID 504894; further: % of control where 0% means no effect
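HTRF read-out of IL-2 secretion: europium cryptate donor excited at 320nm, d2 acceptor emission at 665nm. Cells were primary human leukocytes incubated 48 hr with compounds and a-CD3 beads, supplying TCR signal only.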
B2AR arrestin: recruits beta-arrestin to the human beta2-adrenergic receptor. P07550. beta-arrestin recruitment to beta2AR, cell-based reporter. Potency, µM (top dose mostly 46.1 µM), for inactives: at the top dose activation, hits mostly activators. 0.02% of 330,000 active;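 further: potency means the concentration at half of the fitted maximal effect; 0% = DMSO controls and full agonism = EC100 isoproterenol or metaproterenol; nearly all actives have a fitted effect of over 65% in size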
A-T KAP1 phos: potential ataxia-telangiectasia treatments restoring KAP-1 phosphorylation | 0.19% of 320,000 active | […] A-T fibroblasts, KAP-1 phosphorylation AlphaLISA; neocarzinostatin DNA damage 30 min before lysis | Potency, µM (doses to about 57.5 µM), without a hit: top-dose activation, most hits filed as activators; further: potency means the concentration at half of the fitted maximal effect; % of control where 0% means no effect; nearly all actives have a fitted effect of over 45% in size
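ATM-like activity read as KAP-1 phosphorylation via AlphaLISA donor/acceptor antibody pairs after lysis and 6 hr at 25C. Cells were ATM-null patient fibroblasts ([…], hTERT), dosed 60 min, then exposed to the DSB inducer NCS for 30 min.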
TRPV1 ag: human TRPV1 agonism. Q8NER1. TRPV1-expressing cells, Fluo-8 calcium influx, agonist mode. activation, % at 8.33 µM. 0.19% of 320,000 active. AID 540275; in the data active means activation above about 80%; inconclusive means between about 30% and that limit; further: 0% is about no effect
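Cells expressing TRPV1 were dye-loaded with Fluo-8 and read kinetically: 10 s baseline, 3 min after compound (agonist portion), then 2 min after EC20 capsaicin (allosteric enhancer portion). Calcium-bound dye fluorescence at 480/520 nm.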
BRCA1 expr act: activators of BRCA1 expression | 1.1% of 380,000 active | MCF7-BRCA1-FFLuc reporter, luminescence, 48 h; response scale: scaled: vehicle 0%, 10 µM genistein 100% | Potency, µM (titrated, usually from 46.1 µM), for inactives: top-dose activation, usual class: activators | AID 624202; further: potency means the concentration at half of the fitted maximal effect; nearly all actives have a fitted effect of over 80% in size; some results filed as inactive show a strong effect at the top dose
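First, MCF7-BRCA1-FFLuc cells (2000/well) attach for 2 h; next, compounds are pin-added and incubated 48 h at 37 °C; finally, luciferase reagent is added and luminescence read after 15 min.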
The depositor's hits bear a star; ? = inconclusive; / = not tested or not shown; & = joins results of further samples; [ ] = another dose, or the depositor's remark. Unless noted, the call rests on the fitted dose curve; in most records, active means well fitted curve in the direction sought with a large enough effect; inconclusive means small, poorly fitted or top-dose-only effect, or another doubt; inactive means no such curve, though single readings can be large; an effect the other way counts as inactive or inconclusive.

Every second line gives: TCR activator	Integrin act MD	MLL CXXC-DNA inh	TRPV1 ag	ELG1 DNA repair	B2AR arrestin	PTAP TSG101 blk	A-T KAP1 phos	p53 reactivation	BRCA1 expr act
Clc1ccc(-c2nnc(C3CCCCC3)o2)cc1
    -3%	20%	0%	-1	?	-0.1%	-7%	12%	?	?
Cc1cc(C(C#N)c2ccccc2)n2ncnc2n1 (stereo not given)
    5%	17%	-1%	-1	-1%	-0.8%	-3%	-1%	-3%	-53%
CC(=O)OCCCNc1cc(Sc2nc3ccccc3s2)c2nonc2c1[N+](=O)[O-]
    -4%	12%	-8%	-3	13%	-0.2%	-1%	15%	-4%	-18%
O=C(N/N=C\C=C\c1ccco1)c1cncc(Br)c1
    -1%	23%	-6%	4	-7%	-0.9%	-4%	6%	-2%	-30%
Cn1c(-c2ccc3ccccc3n2)[n+](C)c2ccccc21
    3%	-46%[inhibitor]	-20%	1	?	-1.0%	0%	-7%	14%	-11%
O=S(=O)(Nc1ccc(Cl)c(Cl)c1)N1CCOCC1
    -9%	2%	16%	1	4%	-0.2%	-10%	3%	/	-6%
O=C(NC1CCCCC1)c1ccc(CNc2nc(=S)[nH]c3ccccc23)cc1
    2%	-16%	4%	-1	?	-0.3%	1%	-4%	?	-3%
COC(=O)C1=C(C)N(Cc2ccccc2)C(=NCC(C)C)N[C@H]1c1cccc(F)c1
    -3%	-47%[inhibitor]	89%[activator]	12	13%	0.0%&-1.0%	1%	1%&-8%	-4%	-55%
O=C(Cn1ncc2c1-c1ccccc1OC2)N1CCN(Cc2ccc3c(c2)OCO3)CC1
    5%	6%	6%	19	23µM*	0.1%	-1%	10%	-6%	4%
O=C(/C=C/c1ccco1)NC(=S)Nc1cccc(-c2nc3ccccc3o2)c1
    5%	-15%	17%	0	?	-1.0%	1%	-1%	19%	-44%
COc1ccc(C(=O)C[n+]2cn(C(F)F)c3ccccc32)c(F)c1
    -4%	3%	-11%	-2	?	9.4%	-5%	13%	?	0%
Cc1nn(-c2ccccc2)c(C)c1C(=O)OCc1ccc(C#N)cc1
    -5%	8%	11%	?	?	0.3%	-5%	12%	-1%	25%
CCC(C)(C)c1ccc(OCCCC[n+]2ccc(C)cc2)c(C(C)(C)CC)c1
    1%	-60%[inhibitor]	7%	8	10µM*	-0.1%	0%	3%	-11%	-52%
COC(=O)c1ccc(N2CCN(C(=O)c3ccccc3)CC2)c(NC(C)=O)c1
    1%	-9%	30%[activator]	0	6%	-0.2%	-9%	-1%	2%	-9%
CCOC(=O)c1oc2cc(O)c(CC)cc2c(=O)c1-c1ccc2c(c1)OCCO2
    1%	2%	6%	11	-28%	-0.6%	0%	-12%	4%	12%
CCOC(=O)c1c(-c2ccccc2)oc2ccc(OCC(=O)NN)cc12
    -5%	23%	-25%	?	-18%	-0.1%	-1%	0%	/	-26%
CCCCNC(=O)CC1N=C2c3ccccc3N=C(SCC(=O)Nc3cccc(OC)c3)N2C1=O (stereo not given)
    3%	-7%	5%	0	0%	0.3%	-5%	-7%	0%	-1%
Cn1c(N)c(C(=O)/C=C/c2ccccc2)c(=O)[nH]c1=O
    3%	0%	39%[activator]	-2	?	0.4%	0%	5%	?	66%
Cc1ccc(S(=O)(=O)NNC(=O)C2CCN(Cc3ccccc3)CC2)cc1
    -13%[46.1 µM]	-8%	2%	2	-1%	3.2%	-5%	-1%	-8%	0%
COC(=O)CSc1nnc(-c2sc3ccccc3c2Cl)o1
    -16%	18%	3%	4	8%	-0.1%	-3%	3%	-21%	-62%
COc1ccc(N2C(=O)c3ccccc3NC2c2ccc(OC)c(CN3CCOCC3)c2)cc1 (stereo not given)
    0%	-27%	-2%	3	?	0.2%	2%	6%	12%	?
COCCN(CC(=O)Nc1ccccc1C(F)(F)F)C(=O)c1ccc(-n2cccn2)cc1
    8%	10%	/	-4	13%	-1.4%	-4%	1%	-1%	2%
Cc1ccc(C)c(N2CCN(C(=S)Nc3ccc4nc(N5CCN(C)CC5)cc(C)c4c3)CC2)c1
    -6%	-19%	?	-1	?	-1.1%	-1%	-5%	10%	-40%
CCOC(=O)c1nc(Nc2ccccc2C)c2ccccc2n1
    -2%	3%	2%	0	-5%	-0.3%	-1%	6%	-6%	-2%
O=C(c1ccc2nc[nH]c2c1)N1CCN(c2cccc(C(F)(F)F)c2)CC1
    1%	-18%	7%	2	7%	-0.1%	0%	-7%	0%	9%
CCNc1c([N+](=O)[O-])ncn1C
    1%	-7%	-2%	-2	4%	0.0%	-1%	-5%	6%	-1%
COc1cc(OC)cc(-n2c3nc4ccccc4nc3c3c(=O)n(CC4CCCO4)cnc32)c1 (stereo not given)
    -1%	-9%	-1%	-3	-17%	-0.2%	-1%	2%	9%	-1%
CCCCNC(=O)C1CCN(C/C(C)=C/c2ccccc2)CC1
    -1%	-16%	-29%	6	-2%	0.3%	-1%	-6%	-4%	3%
COc1ccc(N2C(=S)N=C(Nc3cccc(C)c3)C23CCCCC3)cc1
    1%[46.1 µM]	5%	2%	13	7%	-0.9%	0%	-12%	-10%	-10%
CCc1cc(=O)oc2cc(OCC(=O)N3CCc4ccccc43)ccc12
    /	/	2%	-2	0%	-0.4%	/	-1%	3%	/
Cc1nc2ccccc2cc1C(=O)N/N=C/c1cccs1
    4%[46.1 µM]	26%	5%	8	-9%	-0.1%	-5%	-4%	-6%	0%
CC(=O)c1cc2c(cc1NC(=O)CN(C)S(=O)(=O)c1cccs1)OCO2
    4%	1%	/	/	-2%	-0.4%	-1%	9%	14%	-15%
CN(CCCOc1ccccc1F)Cc1ccccc1
    -5%	5%	-6%	3	-6%	0.6%	-4%	1%	/	0%
CCn1nc(NC(=O)c2cccs2)c2cc3ccccc3nc21
    -7%	24%	0%	?	?	0.0%	-3%	1%	-5%	-9%
COc1ccccc1Cn1cnc2cccnc21
    3%	3%	1%	-6	22%	0.4%	-1%	/	1%	2%
Cc1cc(C)c(NC(=O)CN(c2ccccc2)S(=O)(=O)N(C)C)c(C)c1
    /	-9%[7.66 µM]	12%	3	-19%	0.1%	-1%	0%	-2%	-4%&0%
COc1cc(N/C(N)=N/c2nc(C)cc(C)n2)c(OC)cc1Cl
    -3%	-32%	-2%	-2	-5%	0.3%	-7%	9%[11.5 µM]	0%	-20%
O=C(/C=C/c1ccc([N+](=O)[O-])cc1)NCCc1ccccc1
    -2%	1%	-12%	?	8%	0.2%	-8%	0%	3%	39%
Cc1cc(N2CCN(C)CC2)n2cc(-c3ccc(F)cc3)nc2n1
    0%	25%	11%	-1	2%	-0.1%	0%	11%	4%	5%
COc1ccc(NC(=O)CNc2ccccc2C(C)=O)cc1S(=O)(=O)N1CCOCC1
    0%	-23%	/	/	-11%	-0.4%	-4%	11%	-6%	15%
COc1ccc(CCNC(=O)C2CCCN(S(C)(=O)=O)C2)cc1OC (stereo not given)
    2%	13%	-2%	-2	7%	-0.4%	-3%	1%	3%	-14%
Cc1[nH]c2ccccc2c1C(c1ccccn1)c1c(C)[nH]c2ccccc12
    3%	-24%	27%	2	-24%	-0.3%	-7%	-2%	5%	-1%
O=C(O)c1ccccc1-c1ccccc1C(=O)Nc1cccc(Br)c1
    4%	-31%	-1%	3	1%	-0.4%	-3%	5%	-3%	21%
CCN(CC)c1ccc(NC(=O)COC(=O)CCC(=O)c2ccc(F)cc2)cc1
    7%	6%	3%	?	?	-0.1%	-4%	-5%	-6%	-24%
CN(C)c1ccc(/C=C(\C#N)c2ccccn2)cc1
    8%[46.1 µM]	-12%	?	-5	?	-0.9%	13%	-12%	-12%	-75%[inhibitor]
O=C(NCCN1CCCCC1)Nc1cccc(F)c1
    2%	-14%	5%	1	2%	0.1%	-6%	3%	/	10%
Nc1ncc(Br)cc1Br
    0%	3%	?	-2	?	-0.8%	-4%	-1%	-3%	7%
CCOC(=O)c1sc(C)c2c1NC(c1ccc(N(C)C)cc1)NC2=O (stereo not given)
    6%	-20%	5%	26	?	-0.8%	0%	0%	0%	-46%
Cc1ccc2nc(SCC(=O)Nc3cccnc3Cl)[nH]c2c1
    7%	?	/	28	10%	0.1%	-1%	6%	-10%	-24%
CN(C)S(=O)(=O)NCCNc1ccc(C(F)(F)F)cc1[N+](=O)[O-]
    -21%	?	?	-1	-6%	-0.2%	-5%	-2%	7%	56%
COc1ccc(-c2cc(C(=O)Nc3c(C)nn(Cc4ccccc4)c3C)no2)cc1
    9%	27%	6%	7	-11%	2.3%	-6%	/	-2%	-61%

Screening data (PubChem BioAssay)

No enrichment for hits; about 3.8% have a hit in one of these screens.
